GPR35 arrestin U2OS: inhibition of zaprinast-stimulated GPR35 beta-arrestin translocation – imaging, U2OS, beta-arrestin-GFP, zaprinast agonist, primary screen (AID 2058). U2OS GPR35 beta-arrestin-GFP translocation imaging, zaprinast antagonism; higher % means a stronger effect. one-dose inhibition, % at 10 µM; IC50 in µM for titrated hits. hit rate 0.052% among 290,000;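 active = inhibition of at least 50% with at least 30 cells and total cytoplasm GFP at most 10,000,000; inconclusive = under 30 cells or total GFP of 10,000,000 plus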
MgcRacGAP inhibition: MgcRacGAP GTPase-activating activity inhibitors, confirmation, biochemical, ADP Hunter fluorescence; MgcRacGAP-stimulated Rac1 GTP hydrolysis, ADP Hunter fluorescence; higher % means a stronger effect; GST-tagged Rac1 F28L mutant substrate; one-dose inhibition, % at 30 µM; IC50 in µM for titrated hits; hit rate 0.6% among 340,000;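 active = first-screen hits whose inhibition reached a set limit at any dose in the follow-up dose series; inconclusive = inhibition above the set first-screen limit but never retested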;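 also: fluorescence reports GDP produced by GAP-driven GTP hydrolysis; strong numbers were not always called active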
Dengue-2 NS5 capping: flavivirus cap methylation enzyme inhibition – biochemical, confirmation dose response, primary screen (AID 588689); hit rate 0.3% among 340,000; Dengue-2 NS5 methyltransferase capping enzyme assay, biochemical; higher % means a stronger effect; one-dose inhibition, % at 25 µM; IC50 in µM for titrated hits; in the data active = a potency from the dose series; inconclusive = inhibition above about 29% without an active follow-up result
GPR55 antagonists: GPR55 antagonists blocking LPI-driven arrestin recruitment, primary screen, imaging, U2OS, beta-arrestin-GFP, LPI agonist (AID 2013) | U2OS GPR55 beta-arrestin-GFP translocation imaging, LPI antagonism; higher % means a stronger effect | hit rate 0.13% among 290,000 | inhibition, % at 10 µM, or IC50 in µM where a hit was titrated;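 active = spots per cell inhibited over 60%, with over 100 cells counted and total cytoplasm intensity under 500,000; inconclusive = wells with under 100 cells, flagged as likely toxic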;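 also: U2OS cells stably carrying GPR55 and arrestin-GFP stimulated by 5 µM LPI near EC80; imaged beta-arrestin-GFP aggregate spots per cell after agonist stimulation; plate controls were LPI-stimulated DMSO wells for no effect and DMSO wells without LPI for full effect; some results filed as inactive read as strong as hits; confirmed hits need IC50 under 10 µM and bright autofluorescent wells are also inconclusive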
UTI89 phage lysis: protection from phage-mediated lysis, alamar blue read-out – E. coli UTI89, K1F phage, bacterial capsule biogenesis inhibitors (AID 488966). hit rate 0.02% among 340,000. E. coli UTI89 K1F phage lysis, alamar blue, 2 h; higher % means a stronger effect. inhibition, % at 100 µM, or IC50 in µM where a hit was titrated;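 active = phage lysis inhibition, versus mean bacterial control, above a set limit; inconclusive = no clear call, values can overlap the other calls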;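 also: capsule biogenesis inhibitors block K1F phage lysis so surviving cells raise fluorescence; higher fluorescence means more inhibition of phage lysis; actives were called in the ten point dose series up to 300 µM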
RSV CPE inhibition: RSV antiviral activity via CPE protection, HEp-2 cells, primary 10 µM value included (AID 2391); HEp-2 cells, RSV-induced CPE inhibition; higher % means a stronger effect; CPE inhibition, % at 10 µM; hits with a dose series show IC50 in µM; hit rate 0.13% among 310,000; in the data active = a potency from the dose series; inconclusive = CPE inhibition mostly from about 23% at the one dose, without a potency; inactive = the rest, 99 in 100 with CPE inhibition below about 21%; also: strong numbers were not always called active
HIV fusion peptide: cell-free HIV fusion peptide-binding blockers – biochemical, uHTS, fluorescence dequenching, primary screen (AID 1986); cell-free peptide binding, fluorescence dequenching, 30 min; higher % means a stronger effect; inhibition, % at 20 µM, or IC50 in µM where a hit was titrated; hit rate 0.3% among 290,000; in the data active = inhibition mostly above about 52%, no sharp cut-off; inactive = mostly below about 76%; also: some results filed as inactive read as strong as hits
PhoP inhibition: inhibitors of PhoP regulon expression, primary screen, Salmonella Typhimurium, GFP reporter (AID 1863); S. Typhimurium PhoP-regulated promoter GFP reporter, 4 h; higher % means a stronger effect; one-dose inhibition, % at 50 µM; IC50 in µM for titrated hits; hit rate 0.16% among 300,000;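 active = inhibition over 29.93%, a cutoff 3 SD above the screen mean, later confirmed by dose response; inconclusive = inhibition over 29.93% but no dose response follow-up; inactive = inhibition at most 29.93% or unconfirmed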;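 also: 0% = low Mg2+ inducing control and 100% = high Mg2+ repressing control; strong numbers were not always called active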
SV40 large T antigen: TAg ATPase/helicase activity blockers – biochemical (AID 1903); hit rate 0.39% among 310,000; inhibition, % at 20 µM; hits with a dose series show IC50 in µM; SV40 large T antigen ATPase/helicase inhibition assay; higher % means a stronger effect; in the data active = a potency from the dose series; inconclusive = inhibition mostly from about 32% at the one dose, without a potency; inactive = the rest, 99 in 100 with inhibition below about 32%; also: strong numbers were not always called active
Dengue-2 NS5 capping pilot replicate: recorded beside Dengue-2 NS5 capping, whose call it bears; inhibition, %; measured here: pilot screen replicate inhibition
Active calls of the source: *; ? = inconclusive; · = not tested or not shown; [ ] = another dose, or the depositor's remark. Rows were taken by chance (roughly 1.5% active in at least one column).

SMILES	GPR35 arrestin U2OS	MgcRacGAP inhibition	Dengue-2 NS5 capping	GPR55 antagonists	UTI89 phage lysis	RSV CPE inhibition	HIV fusion peptide	PhoP inhibition	SV40 large T antigen	others
C/C(=N\NC(=O)CNc1cccc(C(F)(F)F)c1)c1cccs1	8%	3%	0%	0%	-1.1%	0.8%	-1.6%	2%	6%
O=C(CSc1nccn1-c1ccccc1)NCc1ccc(F)cc1	-2%	3%	-4%	4%	0.0%	0.7%	1.1%	7%	10%
Cn1c(CCNC(=O)c2ccccc2F)nnc1SCC(=O)Nc1ccccc1F	?	3%	-8%	1%	0.2%	7.6%	-0.2%	4%	8%
O=C1CCCc2sccc2N1	0%	2%	-5%	-16%	0.6%	2.9%	-1.0%	10%	-5%
CSc1ccccc1OCc1cc(C(=O)N[C@H]2CCCCNC2=O)no1	-5%	10%	-1%	6%	0.0%	4.9%	-1.8%	-3%	9%
CCOC(=O)C1=C(C)OC(N)=C(C#N)C1c1cc2cc(C)ccc2nc1N1CCCCC1 (centres undefined)	-8%	6%	9%	-7%	0.5%	1.0%	21%	-10%	10%
COc1ccccc1Nc1nc2ccccc2n2cnnc12	0%	9%	4%	-2%	0.1%[50 µM]	6.4%	-1.2%	-2%	18%
O=C(CSc1nc2ccccc2c(=O)[nH]1)Nc1ccccc1N1CCOCC1	-10%	2%	-8%	9%	0.0%	0.5%	1.0%	2%	24%
CC1Cc2cc(S(=O)(=O)N3CCC(C(=O)N4CCN(c5ccccc5F)CC4)CC3)ccc2N1C(=O)C1CC1 (centres undefined)	-10%	-11%	-4%	-14%	0.0%	9.2%	2.2%	-6%	13%
CCCCC(=O)N1C/C=C\C(c2ccc(OC)cc2)N(Cc2ccc(F)cc2)C(=O)[C@H]1Cc1ccccc1 (some centres undefined)	-3%	6%	2%	2%	-1.0%	7.9%	0.8%	5%	8%
O=C(COC(=O)c1ccc(Cl)cc1)NC1CCCCCC1	·	2%	-5%	·	0.8%[50 µM]	-1.0%	·	·	·
COc1ccc2c(c1OC)C(=O)OC2Nc1nc(-c2ccccc2)cs1 (centres undefined)	13%	19%	12%	8%	-0.5%	-3.4%	-0.2%	-4%	10%
O=S(=O)(c1cccc(NC(=S)NCc2ccco2)c1)N1CCOCC1	-7%	4%	-4%	13%	1.1%	3.5%	0.2%	-12%	7%
CCC(C)NC(=O)CSC1=Nc2ccccc2C2=NC(CCC(=O)NCc3ccco3)C(=O)N12 (centres undefined)	0%	5%	-9%	12%	1.8%	1.0%	-1.1%	11%	2%	Dengue-2 NS5 capping pilot replicate=-5.8
CCOc1ccc(NC(=O)CSc2nc(=O)n(Cc3cccnc3)c3c2CCC3)cc1	·	10%	2%	·	1.8%[50 µM]	0.3%	·	6%	0%
COC(=O)C1CN(C(=O)COc2cccc(C)c2C)c2ccccc2O1 (centres undefined)	4%	12%	-3%	5%	-0.5%	3.5%	-2.7%	-7%	7%
CC(OC(=O)CN1C(=O)c2ccccc2C1=O)C(=O)c1ccccc1 (centres undefined)	·	3%	-1%	·	0.6%[50 µM]	0.6%	·	·	·
O=C1CS/C(=N/N=C/c2ccccc2)N1Cc1ccco1	2%	4%	0%	0%	-0.5%	12%	1.2%	-1%	15%
Cn1c2c(c3ccccc31)CC/C2=N\O	-14%	7%	1%	-6%	-2.3%	39%	-0.8%	10%	8%
CC1(C)Cc2ccccc2/C(=C/C(=O)c2ccccc2)N1	6%	4%	-4%	-3%	0.1%	3.4%	-0.2%	1%	3%
COc1ccc(C[C@@H]2CN3C(=NC[C@@H]3C)N2C[C@H](C)NC(=O)c2ccc(C)c(Br)c2)cc1	-8%	6%	-2%	19%	5.3%	-1.4%	-0.4%	6%	10%
CCn1nc(C)cc1-c1nnc(Sc2ncc([N+](=O)[O-])s2)n1C	12%	18%	-8%	12%	0.3%	-1.9%	-1.8%	4%	18µM*
CC(=O)Nc1nnc(S(=O)(=O)N2CCN(c3ccc(Cl)cc3[N+](=O)[O-])CC2)s1	20%	4%	4%	16%	1.1%	1.1%	0.7%	0%	4%
COc1ccc(C(C)=O)cc1CSc1nnc(Nc2c(C)cccc2C)s1	5%	8%	-8%	5%	0.4%[50 µM]	4.9%	-0.4%	12%	8%
COc1cc(COC(=O)Oc2ccc(CNC(C)=O)cc2OC)c([N+](=O)[O-])cc1OC	·	7%	1%	·	0.7%	2.4%	·	-6%	21%

Other compounds.
SMILES	GPR35 arrestin U2OS	MgcRacGAP inhibition	Dengue-2 NS5 capping	GPR55 antagonists	UTI89 phage lysis	RSV CPE inhibition	HIV fusion peptide	PhoP inhibition	SV40 large T antigen	others
CSCCC(NC(=O)COc1ccccc1)C(=O)NCC1COc2ccccc2O1 (centres undefined)	4%	4%	0%	?	0.1%	0.9%	0.1%	-4%	5%
CCc1ccc2nc3sc(C(=O)Nc4nnc(CC)s4)c(N)c3cc2c1	32%	4%	-4%	34%	>150µM*	3.5%	41%	-8%	21%
COc1ccc(-n2nnc3c(SCC(=O)OCc4ccccc4)ncnc32)cc1	14%	13%	3%	20%	2.2%	0.4%	2.0%	-2%	-1%
CC(C(=O)Nc1ccc(O)c(C(=O)O)c1)N1C(=O)/C(=C/c2cccs2)SC1=S (centres undefined)	-8%	23%	41µM*	21%	-0.6%	1.4%	19µM*	-1%	25%
CN1CCCN(C(=O)c2ccc(Br)s2)CC1	-3%	6%	1%	13%	-0.2%[50 µM]	-0.4%	1.1%	-5%	13%
Cc1ccc(C2=CC(c3cccs3)n3nnnc3N2)cc1 (centres undefined)	-2%	11%	?	6%	0.5%	1.1%	-0.5%	27%	4%
O=C(O/N=C1/CCSc2ccccc21)c1ccccc1	11%	14%	1%	-4%	2.1%	-0.1%	-1.4%	6%	-5%
CCOC(=O)c1c(CN(C)C)n(-c2ccc(C)cc2)c2cc(Br)c(O)cc12	5%	7%	0%	-1%	0.1%[50 µM]	2.4%	-1.7%	0%	10%
COc1ccc(C2c3[nH]c4ccccc4c3C[C@H]3C(=O)N(C4CCN(Cc5ccccc5)CC4)CC(=O)N23)c(OC)c1 (some centres undefined)	-12%	8%	-4%	2%	2.5%[50 µM]	1.5%	0.8%	12%	1%
CCn1cc(CNCc2ccc(OCC(O)CN(C)Cc3ccccc3)cc2)cn1 (centres undefined)	26%	10%	3%	13%	-0.3%	-1.6%	-0.9%	7%	0%
COc1ccccc1N1CC(C(=O)Nc2cccc(C(=O)O)c2)CC1=O (centres undefined)	10%	8%	1%	-6%	0.6%	1.2%	-2.7%	-5%	-1%
COc1ccc(OC)c(CNn2c(-c3ccccc3F)nc3ccccc3c2=O)c1	11%	6%	-1%	29%	1.6%	-0.1%	-0.2%	-7%	20%
Cc1[nH]c2ccccc2c1C(=O)CNc1nccs1	-4%	22%	1%	1%	-0.3%	1.4%	-4.1%	26%	10%
CC(C)c1ccccc1NC(=O)COC(=O)/C=C/c1cccc([N+](=O)[O-])c1	-2%	4%	-4%	6%	0.0%	2.4%	1.9%	-2%	1%
Cc1nc(N)[nH]c(=O)c1CCC(=O)OCC(C)C	4%	2%	5%	7%	0.0%	0.9%	2.2%	2%	0%	Dengue-2 NS5 capping pilot replicate=1.2
Cc1nc(-c2ccccc2)sc1C(=O)O	3%	-1%	-2%	-4%	-1.6%	6.1%	-1.5%	18%	11%
COCCNC(=O)NC(=O)COC(=O)c1cc([N+](=O)[O-])ccc1Sc1nc(C)cs1	0%	8%	-7%	21%	-0.5%	1.4%	0.2%	1%	10%
CC(=O)N1CCN(c2ncnc3sc(-c4ccccc4)cc23)CC1	0%	14%	-6%	-8%	-0.8%	2.3%	-0.1%	-3%	21%
CC(Sc1nnc2c(n1)C1(C)CCC2C1(C)C)C(=O)Nc1ccccc1 (centres undefined)	-4%	6%	1%	-26%	0.7%	1.4%	-0.6%	-10%	11%
O=C(Nc1cccnc1Cl)C1CCCN(c2ncnc3c2nc2n3CCCCC2)C1 (centres undefined)	-4%	-8%	0%	-19%	0.9%	2.7%	-0.2%	1%	-7%
COC(=O)CCCC(=O)N1CCOCCN(C(=O)CCCC(=O)OC)CCOCC1	-11%	9%	1%	-7%	0.3%	-0.1%	-2.4%	-8%	7%
CC(=O)c1ccc(OCC(O)CN2CCN(CC(O)COc3ccc(C(C)=O)cc3)CC2)cc1 (centres undefined)	1%	8%	-4%	6%	2.6%	0.8%	0.1%	9%	9%
COc1ccccc1-c1nnc2sc(COc3ccc(Cl)cc3)nn12	8%	4%	3%	16%	1.7%	?	0.4%	-3%	-2%
COc1ccc(Cl)cc1C(=O)Nn1c(C)nc2ccccc2c1=O	-1%	0%	-7%	24%	1.5%	2.1%	0.4%	-4%	-3%
O=C1C2C3C=CC(C4CC34)C2C(=O)N1/N=C/c1ccc([N+](=O)[O-])s1 (centres undefined)	-6%	10%	-4%	3%	-0.1%	0.7%	-0.1%	28%	-57%

(next part)
SMILES	GPR35 arrestin U2OS	MgcRacGAP inhibition	Dengue-2 NS5 capping	GPR55 antagonists	UTI89 phage lysis	RSV CPE inhibition	HIV fusion peptide	PhoP inhibition	SV40 large T antigen	others
CCn1cc(C(=O)OCC(=O)c2cc(C)n(-c3ccccc3)c2C)c(=O)c2ccc(C)nc21	-3%	16%	-4%	-3%	6.6%	2.2%	-2.6%	17%	-77%
O=C(CSc1nc2ccccc2n1Cc1ccc(Cl)cc1)N/N=C/c1ccccc1C(=O)O	4%	-3%	6%	-12%	-0.1%	-0.7%	34%	3%	8%
Cc1cc(C)cc(NC(=O)NCC(O)COc2ccc([N+](=O)[O-])cc2)c1 (centres undefined)	14%	8%	-12%	16%	0.4%	50%	-1.9%	7%	4%
Cc1ccc(C(=O)OCC(=O)Nc2ccc3[nH]c(=O)[nH]c3c2)o1	·	2%	-4%	·	1.1%[50 µM]	1.6%	·	6%	-2%
COc1ccc(NC(=O)CN(C)S(=O)(=O)c2ccc(Cl)cc2)cn1	·	5%	2%	·	0.8%[50 µM]	-0.3%	·	·	·
CCCCC(=O)Nc1ccc(C(=O)NNC(=O)c2ccccc2Br)cc1	-4%	6%	1%	0%	0.0%	2.6%	-1.4%	14%	-3%
